Assay outcomes as filed in PubChem BioAssay.
ALDH1A1 inh: blocks purified human ALDH1A1 activity | Purified ALDH1A1, NADH fluorescence, propionaldehyde substrate | P00352 | Potency, µM (highest dose often 75.3 µM), inactives show top-dose activity, negative = inhibition, usual class: inhibitors | 220,000 tested, 7.3% active; active means well fitted inhibition curve with a large enough effect, not every such curve was filed as active; inconclusive means small, poorly fitted or top-dose-only effect, or another doubt; inactive means no such curve, though single readings can be large or run the other way;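 further: plate controls were no enzyme wells and a reference inhibitor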
GAA glycogen: inhibitors or activators of human alpha-glucosidase glycogen cleavage | Potency, µM (doses to about 76.4 µM), for the others: top-dose activity change, negative = inhibition, hits mostly inhibitors | AID 2100 | 300,000 tested, 0.38% active | P10253 | recombinant GAA, glycogen substrate, Amplex Red glucose oxidase fluorescence;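 further: 0% = full enzyme reaction and -100% = no-enzyme basal signal; the screen sought inhibitors and activators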
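Recombinant human enzyme (4 nM); glycogen substrate; 37 C, 40 min, pH 5.0. Readout: coupled glucose oxidase/Amplex Red fluorescence.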
GAA spleen mod: lysosomal alpha-glucosidase (human) modulation. P10253. human spleen homogenate, 4-MU-alpha-glucoside fluorescence. Potency, µM (series often up to 79.9 µM), without a hit: at the top dose activity change, negative = inhibition, hits mostly inhibitors. 240,000 tested, 0.006% active. AID 2112;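 further: 0% = enzyme with vehicle and -100% = no enzyme basal signal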
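Enzyme source: human spleen homogenate, 1 ug/well. Buffer 50 mM citric acid/K phosphate pH 5.0, 0.01% Tween-20. 4-MU-alpha-glucoside 1 mM; 37 C x 40 min; NaOH/glycine stop; fluorescence.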
GLA spleen mod: alpha-galactosidase A (human) modulation; Potency, µM (top dose mostly 80 µM), without a hit: top-dose activity change, negative = inhibition, hits mostly inhibitors; human spleen homogenate, 4MU-alpha-Gal fluorescence, 40 min; 240,000 tested, 0.008% active; AID 2107;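 further: 0% = enzyme with vehicle and -100% = no enzyme basal signal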
Target sequence (P06280 32-429 limits assumed): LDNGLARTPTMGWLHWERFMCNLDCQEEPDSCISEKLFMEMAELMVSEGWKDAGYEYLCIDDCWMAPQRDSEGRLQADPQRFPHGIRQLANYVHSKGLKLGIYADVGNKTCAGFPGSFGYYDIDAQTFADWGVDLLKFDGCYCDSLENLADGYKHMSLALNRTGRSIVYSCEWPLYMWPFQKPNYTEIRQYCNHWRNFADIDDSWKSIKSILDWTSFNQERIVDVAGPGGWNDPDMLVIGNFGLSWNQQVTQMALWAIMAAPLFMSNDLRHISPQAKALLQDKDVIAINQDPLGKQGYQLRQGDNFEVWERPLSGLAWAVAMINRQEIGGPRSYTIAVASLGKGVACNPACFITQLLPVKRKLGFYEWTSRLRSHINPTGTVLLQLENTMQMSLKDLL
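Human spleen homogenate (1 ug) was the enzyme source, with 4-methylumbelliferyl-alpha-D-galactopyranoside (1 mM final) in pH 5.0 citrate buffer with 0.01% Tween-20. Compounds were titrated; after 40 min at 37C, NaOH/glycine stop, 4-MU fluorescence read; AC50 from Hill fits.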
GoLoco inh red: inhibitors of human Gai1-RGS12 GoLoco interaction (red fluorophore); Gai1:RGS12 GoLoco peptide FP, rhodamine, 10 min; Potency, µM (top dose mostly 61.6 µM), for the others: top-dose activity, negative = inhibition, hits mostly inhibitors; 230,000 tested, 0.44% active; AID 880; active means well fitted inhibition curve with a large enough effect, not every such curve was filed as active; inactive means no such curve, though single readings can be large or run the other way; further: on the % scale 0 is the no-effect control and ±100 the full control effect; nearly all actives have a fitted effect of over 30% in size; many of its hits are not listed in these tables
Target sequence (P63096 whole entry, looked up): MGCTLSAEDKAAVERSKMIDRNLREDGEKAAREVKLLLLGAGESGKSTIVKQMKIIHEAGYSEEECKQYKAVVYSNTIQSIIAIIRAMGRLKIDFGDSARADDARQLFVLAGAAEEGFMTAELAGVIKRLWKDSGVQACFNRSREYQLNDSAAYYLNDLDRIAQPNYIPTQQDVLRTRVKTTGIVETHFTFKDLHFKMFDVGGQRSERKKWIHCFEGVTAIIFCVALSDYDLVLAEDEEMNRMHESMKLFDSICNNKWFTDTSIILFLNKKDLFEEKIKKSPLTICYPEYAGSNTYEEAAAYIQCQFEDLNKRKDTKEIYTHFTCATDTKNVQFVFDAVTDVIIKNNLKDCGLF
JMJD2E inh: inhibitors of human JMJD2E histone demethylase | JMJD2E catalytic domain, FDH-coupled NADH fluorescence (FDH is formaldehyde dehydrogenase) | Potency, µM (highest dose often 57.1 µM), for the others: at the highest dose activity change, negative = inhibition, most hits filed as inhibitors | 230,000 tested, 1.6% active; active means well fitted inhibition curve with a large enough effect, not every such curve was filed as active; inconclusive means small, poorly fitted or top-dose-only effect, or another doubt; inactive means no such curve, though single readings can be large or run the other way;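 further: 0% = wells with enzyme and -100% = buffer wells without enzyme; nearly all actives have a fitted effect of over 50% in size; many of its hits are not listed in these tables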
Target sequence (B2RXH2 1-337 limits assumed): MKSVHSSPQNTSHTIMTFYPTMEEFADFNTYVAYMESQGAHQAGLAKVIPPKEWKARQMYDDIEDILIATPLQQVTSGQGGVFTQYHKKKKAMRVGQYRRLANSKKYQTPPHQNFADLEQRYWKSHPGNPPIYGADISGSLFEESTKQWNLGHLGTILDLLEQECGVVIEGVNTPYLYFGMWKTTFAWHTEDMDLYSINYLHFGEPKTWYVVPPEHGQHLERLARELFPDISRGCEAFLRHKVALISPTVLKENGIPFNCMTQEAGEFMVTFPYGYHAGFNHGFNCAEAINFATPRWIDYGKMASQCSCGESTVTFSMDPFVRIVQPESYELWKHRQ
SMN2 splice up: increases expression of the SMN2 splice variant; HEK293 SMN2-luciferase splicing reporter, luminescence, 30-36 h; Potency, µM (doses to about 46.1 µM), for inactives: top-dose activity change, positive = activation, hits mostly activators; 210,000 tested, 2.8% active; AID 1458; further: % of control where 0% means no effect; nearly all actives have a fitted effect of over 55% in size
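HEK293 cells carry an SMN2 […]–luciferase reporter in which exon 7 inclusion puts luciferase in frame. Cells were plated 10-12 h before compound addition, then incubated 30-36 h at 37C. ONE-Glo luminescence was read; sodium butyrate at 4.5 mM final served as control.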
GAA inh: inhibitors of human lysosomal alpha-glucosidase; P10253; 200,000 tested, 0.005% active; purified human GAA, 4-MU-alpha-glucoside fluorescence; AID 1466; Potency, µM (top dose mostly 76.9 µM), for inactives: top-dose activity change, negative = inhibition, most hits filed as inhibitors;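 further: plate controls were uninhibited enzyme wells for no effect and no-enzyme background for full effect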
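Endpoint fluorogenic read: 20 min room-temperature reaction of 4 nM human alpha-glucosidase with 400 uM 4-methylumbelliferyl-alpha-D-pyranoside, pH 5.0, quenched with 1M NaOH/1M glycine pH 10. AC50 from Hill modeling.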
Starred values were filed as active, the others as inactive; ? = inconclusive; nt = not tested or not shown; [ ] = another dose, or the depositor's remark. Unless noted, the call rests on the fitted dose curve; in most records, active means well fitted curve in the direction sought with a large enough effect; inconclusive means small, poorly fitted or top-dose-only effect, or another doubt; inactive means no such curve, though single readings can be large; an effect the other way counts as inactive or inconclusive. Potency means the concentration at half of the fitted maximal effect.

SMILES | ALDH1A1 inh | GAA glycogen | GAA spleen mod | GLA spleen mod | GoLoco inh red | JMJD2E inh | SMN2 splice up | GAA inh
COc1ccccc1N1CCN(C(=O)c2oc3ccc(F)cc3c2C)CC1 | -2% | -4% | -9% | -4% | 6% | -2% | -14% | -14%
CCOC(=O)NC(=O)CSc1nc2ccc([N+](=O)[O-])cc2[nH]1 | -5% | 8% | 3% | 1% | -1% | 2% | -15% | 1%
Cc1ccc(SCCC(=O)NCC2CCCO2)cc1 (stereo not given) | -13% | 6% | 4% | 3% | 1% | 3% | -12% | 6%
CN1C(=O)N(C)C2C1N(CN1CCCCC1)C(=O)N2CN1CCCCC1 (stereo not given) | 1% | -15% | -4% | 3% | 1% | 10% | -26% | -9%
Cc1c(C(N)=O)c(N)c(C(=O)c2ccccc2)n1-c1ccccc1 | -4% | 10% | -4% | 7% | -4% | 5% | -4% | -4%
CC1(c2cccs2)CC(c2cccs2)=C(C#N)C(=O)N1 (stereo not given) | -10% | 1% | -8% | -3% | 6% | -6% | -25% | -1%
CN(c1ccc(C(=O)Nc2ccc(S(=O)(=O)N3CCCC3)cc2)cc1)S(C)(=O)=O | ? | 14% | -1% | -7% | 9% | -11% | nt | 12%
CCC(C)C(NC(=O)C1CCC(C)CC1)C(=O)Nc1cc(OC)ccc1OC (stereo not given) | 5% | 11% | 0% | 2% | 11% | -3% | -5% | -5%
Cn1c(CN2CCCC(C(=O)c3ccc4c(c3)OCO4)C2)nc2ccccc21 (stereo not given) | 28µM* | -4% | 4% | 6% | 2% | ? | nt | -3%
C/C(=N\NC(=O)CSc1nnc(C)s1)c1ccc(O)cc1 | 3% | -3% | -2% | 7% | 5% | 7% | 9% | -1%
CCCCNC(=S)N(C)/N=C/c1ccccc1F | ? | 2% | -3% | -4% | -6% | 2% | -1% | -13%
CCC(Oc1ccccc1)C(=O)NC1CCSC1=O (stereo not given) | 6.3µM* | -6% | 3% | -3% | 7% | 11% | nt | 11%
CCN(CC)S(=O)(=O)c1ccc(NC2c3ncccc3C(=O)N2Cc2ccccc2)cc1 (stereo not given) | ? | 6% | -11% | 2% | 7% | ? | -1% | ?
Cc1ccc(-c2nnc(SCCC(=O)N3CCOCC3)o2)cc1 | 8% | -8% | nt | 4% | 14% | 4% | 14% | -2%
Cc1ccccc1Cn1nc(C)c(NC(=O)/C=C/c2cnn(C)c2C)c1C | -2% | 12% | 1% | -1% | 3% | 0% | 14% | 1%

Of the compounds above, 5 have four or more nitrogen atoms.
SMILES | ALDH1A1 inh | GAA glycogen | GAA spleen mod | GLA spleen mod | GoLoco inh red | JMJD2E inh | SMN2 splice up | GAA inh
CCOC(=O)NC(=O)CSc1nc2ccc([N+](=O)[O-])cc2[nH]1 | -5% | 8% | 3% | 1% | -1% | 2% | -15% | 1%
CN1C(=O)N(C)C2C1N(CN1CCCCC1)C(=O)N2CN1CCCCC1 (stereo not given) | 1% | -15% | -4% | 3% | 1% | 10% | -26% | -9%
C/C(=N\NC(=O)CSc1nnc(C)s1)c1ccc(O)cc1 | 3% | -3% | -2% | 7% | 5% | 7% | 9% | -1%
CCN(CC)S(=O)(=O)c1ccc(NC2c3ncccc3C(=O)N2Cc2ccccc2)cc1 (stereo not given) | ? | 6% | -11% | 2% | 7% | ? | -1% | ?
Cc1ccccc1Cn1nc(C)c(NC(=O)/C=C/c2cnn(C)c2C)c1C | -2% | 12% | 1% | -1% | 3% | 0% | 14% | 1%

Looked up above.
In JMJD2E inh, CCCCNC(=S)N(C)/N=C/c1ccccc1F is entered as 2%
In ALDH1A1 inh, Cc1ccccc1Cn1nc(C)c(NC(=O)/C=C/c2cnn(C)c2C)c1C is entered as -2%
In SMN2 splice up, CCN(CC)S(=O)(=O)c1ccc(NC2c3ncccc3C(=O)N2Cc2ccccc2)cc1 (stereo not given) is entered as -1%
In SMN2 splice up, Cc1ccc(-c2nnc(SCCC(=O)N3CCOCC3)o2)cc1 is entered as 14%
In GLA spleen mod, Cc1c(C(N)=O)c(N)c(C(=O)c2ccccc2)n1-c1ccccc1 is entered as 7%

Next structures follow.
SMILES | ALDH1A1 inh | GAA glycogen | GAA spleen mod | GLA spleen mod | GoLoco inh red | JMJD2E inh | SMN2 splice up | GAA inh
CCOc1cc(/C=N/NC(=O)COc2ccc(C)cc2)ccc1OC(=O)c1cccs1 | -6% | ? | -12% | 7% | -13% | 1% | 1% | -9%
O=C(CN1CCC(NC(=O)c2cccc(F)c2)CC1)NCc1ccccc1F | ? | -1% | -7% | -8% | nt | -11% | nt | -4%
OCCC1CN(Cc2cccn2-c2ncccn2)CCN1C1CCCC1 (stereo not given) | -9% | 6% | -2% | -2% | -5% | 19% | nt | -5%
COc1ccc(C2C(C(=O)Nc3ccccc3OC)=C(C)Nc3nnnn32)c(OC)c1 (stereo not given) | -14% | -17% | -4% | -5% | 4% | -2% | -20% | -7%
Cc1ccc(-c2noc(-c3ccccc3C(=O)N3CCOCC3)n2)cc1 | -4% | 7% | -1% | 2% | 7% | 3% | -11% | -5%
O=C1CC(c2ccccc2)Sc2ccccc2N1 (stereo not given) | ? | 1% | -4% | -7% | 3% | 1% | ? | 7%
CCS(=O)(=O)c1ccc(C(=O)Nc2ccccc2)c(Cl)c1Cl | -3% | -10% | 0% | 12% | -34% | 9% | nt | 2%
COc1ccc(C(=O)C/C(=C\C(=O)c2ccc(C)cc2)c2ccccc2)cc1 | 9% | -7% | -9% | 3% | 6% | 6% | -50%[inhibitor] | 2%
CCN(CC)S(=O)(=O)c1ccc(NS(=O)(=O)c2ccc(OC)c([N+](=O)[O-])c2)cc1 | ? | 0% | -6% | -22% | -5% | 2% | 3% | -7%
CCOc1cccc(NC(=O)c2ccc(S(=O)(=O)N(C)C)cc2)c1 | -8% | 4% | -8% | -2% | 7% | 0% | -16% | 2%
O=S1(=O)N=C(Nc2ccc(N3CCOCC3)cc2)c2ccccc21 | 0% | -8% | -1% | 2% | 11% | 2% | ? | -2%
CCN(CC)C(=S)NC(=O)c1ccc(Cl)cc1Cl | 21% | 4% | 5% | 2% | 5% | -1% | 2% | 3%
COc1ccc(OCCC(=O)OCC(=O)NCc2ccco2)cc1 | ? | 4% | -3% | 3% | 3% | -15% | -7% | -6%
NNC(=S)NC1CC2CC1C1C=CCC21 (stereo not given) | nt | -1% | 1% | 5% | -9% | 6% | nt | nt
CCC(C)C(NC(N)=O)C(=O)Nc1ccc(C(=O)OC)cc1 (stereo not given) | 1% | 9% | -7% | -4% | -4% | 5% | 8% | -3%

An excerpt of these results, field by field.
CCN(CC)S(=O)(=O)c1ccc(NS(=O)(=O)c2ccc(OC)c([N+](=O)[O-])c2)cc1
  ALDH1A1 inh: ? | GAA glycogen: 0% | GAA spleen mod: -6% | GLA spleen mod: -22% | GoLoco inh red: -5% | JMJD2E inh: 2% | SMN2 splice up: 3% | GAA inh: -7%
CCOc1cccc(NC(=O)c2ccc(S(=O)(=O)N(C)C)cc2)c1
  ALDH1A1 inh: -8% | GAA glycogen: 4% | GAA spleen mod: -8% | GLA spleen mod: -2% | GoLoco inh red: 7% | JMJD2E inh: 0% | SMN2 splice up: -16% | GAA inh: 2%

(next part)
SMILES | ALDH1A1 inh | GAA glycogen | GAA spleen mod | GLA spleen mod | GoLoco inh red | JMJD2E inh | SMN2 splice up | GAA inh
COc1cccc(CNCc2ccc(C(=O)O)cc2)c1OC | 4% | -4% | -2% | 3% | 15% | -14% | 1% | ?
O=C(O)C(=O)/C(=C\c1ccccc1)c1ccc2ccccc2n1 | ? | 7% | -7% | 0% | -2% | ? | nt | 4%
COc1ccc(C(C)C)cc1S(=O)(=O)Nc1ccc(Cl)cn1 | -12% | 0% | -2% | 1% | 11% | -11% | 24% | -2%
Cc1ccc(C(c2c(C)nn(-c3ccccc3)c2N)c2c(C)nn(-c3ccccc3)c2N)cc1 | -4% | -4% | -2% | -5% | 10% | 0% | 17% | 6%
Cc1ccc(C(=O)N/C(=C/c2ccc(F)cc2)C(=O)NCc2ccncc2)cc1 | 5% | 2% | -8% | 2% | 5% | 11% | 11% | 2%
CCOC(=O)Cc1nnc(Nc2ccc(C)cc2C)c2ccccc12 | 4% | 3% | -7% | -2% | 5% | 1% | 10% | -19%
CC(C)C12CN3CC(C(C)C)(CN(C1)C3c1ccccc1)C2O (stereo not given) | 4% | -2% | -13% | -14% | 12% | -14% | 0% | 7%[15.4 µM]
O=C(OCC(=O)N1CCCCC1)c1c[nH]c(=O)[nH]c1=O | -5% | 4% | -9% | -2% | 0% | -3% | -3% | -3%
Cc1cc(C(=O)CN2C(=O)C(=O)N(CC(C)C)C2=O)c(C)n1-c1ccccc1F | ? | -3% | 0% | 6% | 5% | 1% | 16% | -8%
COc1ccc(Cl)cc1NC(=O)CCCN1C(=O)CCC1=O | 1% | 5% | 0% | -1% | 9% | 5% | -8% | -18%
CCOC(=O)c1ccc(NC(=S)N(CCCN2CCCC2)Cc2cccs2)cc1 | 5% | -1% | 5% | 3% | -3% | 10% | 12% | -6%
Cc1cccc(OCCSCc2nc3ccccc3[nH]2)c1 | -4% | -3% | 0% | 26% | 7% | -2% | -14% | 2%
COc1ccccc1NC(=O)Nc1cc(NC(=O)Nc2ccccc2OC)c(C)nc1C | -4% | 0% | 0% | -3% | -2% | -10% | 31% | 2%
O=C(COCc1nc2ccccc2c(=O)[nH]1)NCC1CCCCC1 | -1% | -1% | -4% | 2% | 1% | -7% | -15% | 3%
O=C(N/N=C/c1c(O)n(-c2ccc(Cl)cn2)c(=O)c2ccccc12)c1ccncc1 | ? | -3% | -4% | -2% | 5% | 0% | 21% | ?
CCCn1c(SCC(=O)NNC(=O)c2ccccc2)nnc1-c1cccnc1 | nt | 5% | 1% | 6% | 5% | 11% | nt | nt
CCCN1C(=O)c2cc(C(=O)Nc3cccc(C(C)=O)c3)ccc2C1Nc1cccc(C(C)=O)c1 (stereo not given) | nt | -4% | 4% | -1% | 5% | ? | nt | nt
C=C(C)c1cccc(C(C)(C)NC(=O)Nc2ncccn2)c1 | 3% | -5% | -8% | -8% | 6% | 7% | -26% | 3%
Cc1cc(C)c(OCCCON2C(=O)CCC2=O)c(Br)c1 | -6% | 11% | -3% | 3% | -5% | 17% | 5% | -6%
Cc1ccnc2nc(C(=O)OCC(=O)N(CC(C)C)CC(C)C)nn12 | -2% | 1% | 5% | 0% | 6% | -7% | 3% | 1%

Some of the compounds tested, so the mix of outcomes need not match the whole.
